mouse EphA4 binding – EphA4 ligand-binding antagonists – biochemical, colorimetric, mouse EphA4, primary screen (AID 689) | EphA4-AP binding to KYL peptide, pNPP A405; higher % means a stronger effect | one-dose inhibition, % at 10 µM; IC50 in µM for titrated hits | 0.1% of 62,000 active; in the data active = a potency from the dose series; inactive = the rest, 99 in 100 with inhibition below about 22%
* marks the source's active call; other numbers are inactive results. A portion of the library; the hit share may differ from the screen's.

| Structure | mouse EphA4 binding |
| --- | --- |
| O=C(CN1C(=O)c2ccccc2C1=O)Nc1sc2c(c1C(=O)NCC1CCCO1)CCC2 (stereo unspecified) | 2% |
| Cc1nc(SC(C)C)[nH]c(=O)c1Cc1ccccc1 | -5% |
| CCn1c(-c2cc(Cl)ccc2OC)n[nH]c1=S | -4% |
| CCOc1ccc(NS(=O)(=O)c2ccc(NS(=O)(=O)c3ccccc3)cc2)cc1 | -6% |
| CC(CCc1ccccc1)NC(=O)C(=O)NCCO (stereo unspecified) | -12% |
| CC(C)CCn1c(CN2CCN(C(=O)c3ccco3)CC2)nc2c1c(=O)n(C)c(=O)n2C | -12% |
| Cc1ccc(Nc2nc(-c3ccc(S(=O)(=O)N4CCCC4)cc3)cs2)cc1C | -7% |
| O=C(O)c1ccccc1NCN1C(=O)C2CC=C(Cl)CC2C1=O (stereo unspecified) | -12% |
| O=C(NC1CCCCC1)C(Cc1ccccc1)NS(=O)(=O)c1cccs1 (stereo unspecified) | -10% |
| CCOC(=O)C1CCCN(C(=O)c2cc(Nc3ccc(OC)c(OC)c3)nc3ccccc23)C1 (stereo unspecified) | -10% |
| O=C(CCC(=O)N1CCCC1)Nc1nnc(C(F)(F)F)s1 | -2% |
| O=c1c2ccccc2nnn1Cc1ccccn1 | -11% |
| COc1cccc(NC(=O)c2cccnc2)c1 | -12% |
| O=c1c2[nH]c3ccc(F)cc3c2ncn1CCCn1ccnc1 | -8% |
| COc1ccc(C2N(c3cc(Cl)ccc3OC)C(=O)C3CCCN32)c(OC)c1 (stereo unspecified) | 8% |

Some of the entries above, set out differently.
> CCn1c(-c2cc(Cl)ccc2OC)n[nH]c1=S
  mouse EphA4 binding: -4%
> CCOc1ccc(NS(=O)(=O)c2ccc(NS(=O)(=O)c3ccccc3)cc2)cc1
  mouse EphA4 binding: -6%
> CC(CCc1ccccc1)NC(=O)C(=O)NCCO (stereo unspecified)
  mouse EphA4 binding: -12%

Additional results.
| Structure | mouse EphA4 binding |
| --- | --- |
| Cc1ccc(Nc2ccc(-n3ccnc3)nn2)cc1C | -1% |
| Cc1ccc(N2C(=O)C(Cl)=C(N3CCN(c4ccccc4)CC3)C2=O)c(C)c1 | 4% |
| COCCn1nnnc1CN1CCOCC1 | 1% |
| COc1ccc(Cl)cc1NC(=O)COc1c(C)cc(C)cc1C | -6% |
| CN(C)c1ccc(CN2CCCC(O)C2)cc1 (stereo unspecified) | -14% |
| O=C1NCC(O)=C1C=NC12CC3CC(CC(C3)C1)C2 | 6% |
| Clc1ncccc1-c1nc2ccccc2n1Cc1ccccc1 | -15% |
| Cc1cc(=O)c2ccccc2s1 | 3% |
| Cc1cccc(NC(=O)C2c3ccccc3C(=O)N3CCc4ccccc4C23)n1 (stereo unspecified) | -4% |
| CCOC(=O)CN1C(=O)C(O)=C(C(C)=O)C1c1ccc([N+](=O)[O-])cc1 (stereo unspecified) | 0% |
| Cn1c(=O)c2c(nc(Oc3ccccc3)n2C)n(C)c1=O | -5% |
| COc1ccc(C2=CSC3=C(C(=O)c4cccc(S(=O)(=O)N(C)C)c4)CCN23)cc1 | -4% |
| Cc1cc(NC(=O)CSc2nnc(C(C)N(C)C)n2Cc2ccccc2)no1 (stereo unspecified) | -10% |
| Cc1c(NS(=O)(=O)c2ccc3c(c2)c(=O)n(C)c(=O)n3C)c(=O)n(-c2ccccc2)n1C | -5% |
| Cc1ncc(CC(=O)n2cc(C(=O)c3cc(F)ccc3O)cn2)s1 | -9% |
| COc1ccc(Cc2nnc(NC(=O)Cc3cccs3)s2)cc1 | 14µM* |
| O=C(NCc1ccc(Cl)cc1)c1cc(-c2cccs2)on1 | 0% |
| C=CCOc1c(Cl)cc(/C=N/O)cc1OC | -4% |
| Cc1cc(C)nc(N2CCCC(C(=O)Nc3cc(F)ccc3C)C2)n1 (stereo unspecified) | -4% |
| C/C(=C1/SC(N2CCOCC2)=NC1=O)c1ccc(Br)cc1 | 0% |
| Cc1cccc2sc(NC(=O)/C=C\C(=O)O)nc12 | 15% |
| CCC(Cc1ccccc1)NC(=O)C1CCC(CNc2c(N3CCCC3)c(=O)c2=O)CC1 (stereo unspecified) | -12% |
| O=C(OCCN1C(=O)c2ccccc2C1=O)c1cccs1 | -8% |
| COc1ccc(NS(=O)(=O)Cc2ccccc2Cl)cn1 | -7% |
| Cc1ccc(-c2csc3nnc(SCC(=O)N4CCN(Cc5ccccc5)CC4)n23)cc1 | -4% |
| Cc1cc(C(=O)OCC(=O)c2ccc(Br)s2)no1 | 20% |
| CON1C(=O)C(=O)N(OC)C2CCCCC21 (stereo unspecified) | 4% |
| CC(C)(C)c1ccc(OCC(O)CS(=O)(=O)c2ccccn2)cc1 (stereo unspecified) | -2% |
| COc1ccccc1OCCCCNC(C)(C)C | 5% |
| Cc1cc(C)c2cc(CN(CCN3CCCC3)C(=O)Nc3ccc(F)cc3)c(=O)[nH]c2c1 | -15% |

Entries listed above marked active in mouse EphA4 binding:
| Structure | mouse EphA4 binding |
| --- | --- |
| COc1ccc(Cc2nnc(NC(=O)Cc3cccs3)s2)cc1 | 14µM* |

The list continues:
| Structure | mouse EphA4 binding |
| --- | --- |
| Cc1ccc(CN2CCNC2=O)cc1 | -12% |
| Cc1cc(S(=O)(=O)N2CCN(c3ccc(F)cc3)CC2)c(C)s1 | -1% |
| CC(C)CNC(=S)NC1CC2CCCC(C1)N2Cc1cccs1 (stereo unspecified) | 7% |
| CC(C)(C)N1C(=O)c2ccc(C(=O)Nc3nccs3)cc2C1=O | -16% |
| COc1ccc(/C(O)=C2\C(=O)C(=O)N(CC3CCCO3)C2c2cc(OC)ccc2OC)cc1 (stereo unspecified) | -9% |
| CCN(CC)CCN1C(=O)C(=O)/C(=C(/O)c2c(C)[nH]c(C(=O)OC)c2C)C1c1cccs1 (stereo unspecified) | -7% |
| CCCCN(C)CCCNC(=O)c1ccc2c(c1)NC(=O)C(N1CCOCC1)S2 (stereo unspecified) | 4% |
| O=C(Nc1cc(C(F)(F)F)ccc1N1CCOCC1)C1Cc2ccccc2CN1C(=O)c1ccco1 (stereo unspecified) | 38% |
| Cc1ccc(NC(=O)CSCc2c(C)noc2C)cc1C | -8% |
| O=C1c2ccccc2C(=O)N1CCC(=O)N1CCCc2ccccc21 | -11% |
| N#Cc1c(Cl)nc(SCc2ccccc2)nc1-c1ccccc1 | 3% |
| COc1ccc2[nH]c(=O)c(CNc3ccc(C)c(C)c3)cc2c1 | -2% |
| O=C(Nc1ccc(F)c([N+](=O)[O-])c1)c1cc(I)ccc1Cl | 9% |
| CCOC(=O)c1cccc(NS(=O)(=O)c2c(C)[nH]c(=O)[nH]c2=O)c1 | -11% |
| COc1cc(C(=O)N(Cc2ccco2)Cc2cc3ccccc3[nH]c2=O)cc(OC)c1OC | -2% |

In the list so far, two have a nitro group on carbon:
| Structure | mouse EphA4 binding |
| --- | --- |
| CCOC(=O)CN1C(=O)C(O)=C(C(C)=O)C1c1ccc([N+](=O)[O-])cc1 (stereo unspecified) | 0% |
| O=C(Nc1ccc(F)c([N+](=O)[O-])c1)c1cc(I)ccc1Cl | 9% |

(cont.)
| Structure | mouse EphA4 binding |
| --- | --- |
| O=S(=O)(c1ccc2ccccc2c1)N1CCCOC1 | -17% |
| Cc1cnc2cc(Cl)c(Cl)cc2n1 | -13% |
| CC(C)N(C(=O)Nc1ccc2nccnc2c1)C(C)C | -3% |
| CCc1ccc(NC(=O)CCn2ccnc2C)cc1 | -5% |
| COc1ccc(CCC(C)NC2C3CC4CC(C3)CC2C4)cc1 (stereo unspecified) | -22% |
| O=C(O)C(Cc1ccccc1)N1C(=O)/C(=C/c2cccc(Br)c2)SC1=S (stereo unspecified) | 4% |
| CC1(C)Cc2c(sc3nc(SCC(=O)N4CCOCC4)nc(N)c23)CO1 | -11% |
| COc1ccc2c(c1)cc(C)c1nnc(SCC(=O)N3CCN(C(=O)c4ccco4)CC3)n12 | -17% |
| CN(C)S(=O)(=O)c1ccc(NC(=O)COC(=O)c2n[nH]c3ccccc23)cc1 | -2% |
| Cc1ccc2c(n1)sc1c(-c3ccccc3)c(C#N)c(N)nc12 | -3% |
| CC1CCCC(NS(=O)(=O)c2ccc3c(c2)OCCO3)C1C (stereo unspecified) | 14% |
| COCc1[nH]nc2c1C(c1cc(OC)c(O)c(OC)c1)C(C#N)=C(N)O2 (stereo unspecified) | 11% |
| O=C1C(=O)N(Cc2ccccc2)C(c2ccc([N+](=O)[O-])cc2)/C1=C(/O)c1ccccc1 (stereo unspecified) | 8% |
| Cc1cc(/C=C2\SC(=S)NC2=O)c(C)n1C | -4% |
| CCOc1ccc(Cc2c(Cl)nc(SC)nc2OC)cc1 | 2% |
| CN(C(=O)C1CCOC1)c1nnc(-c2cnccn2)s1 (stereo unspecified) | -8% |
| CSc1nnc2n(C)c3c(c(=O)n12)C1(CCCC1)Cc1ccccc1-3 | 7% |
| CCOC(=O)N1CCN(C(=S)Nc2cccc(C)c2)CC1 | -10% |
| COc1ccc(-c2c(C)n([O-])c(C)c(-c3ccccc3)[n+]2=O)cc1OC | -11% |
| COc1ccc(/C=N/NC(=O)CC(=O)NCc2cccnc2)cc1 | 1% |
| Cc1ccc(OC(C)C)c(CN(CCO)CCO)c1 | -1% |
| COc1cccc(NS(=O)(=O)c2ccc3[nH]cc(C(=O)N(C)Cc4ccco4)c(=O)c3c2)c1 | 1% |
| CCn1c(C)csc1=NC(=O)c1ccccc1 | -10% |
| COc1ccc(CNC(=O)C(=O)Nc2ccc(Br)cc2)cc1 | -11% |
| COc1ccc(CCNc2c(C)c(C)nc3ncnn23)cc1 | -15% |
| CCOC(=O)c1c(NC(=O)CSc2nncn2C)sc(C)c1C | -10% |
| COc1ccc(S(=O)(=O)N/N=C(/C)c2ccc(Cl)cc2)cc1 | -10% |
| CCOC(=O)c1c(N)sc2c(NC(C)=O)cccc12 | 1% |
| Nc1cccnc1Sc1ccc(Cl)cc1 | -8% |
| CCOC(=O)CSc1ncc(OC)c(Sc2ccc(OC)cc2)n1 | -7% |
| Cn1cc(S(=O)(=O)NCc2cccs2)c(=O)n(C)c1=O | -1% |
| O=C(c1c[nH]c(=O)n(-c2ccccc2)c1=O)N1CCc2ccccc21 | 1% |
| CCOC(=O)c1ccccc1NC(=O)CN(c1ccc(C)cc1)S(=O)(=O)c1ccc(OCC)cc1 | -3% |
| CCn1c(N2CCN(S(=O)(=O)c3ccccc3C(F)(F)F)CC2)nc2ccccc21 | -1% |
| O=C(CN1CCOc2ccccc21)NC1CCN(Cc2ccccc2)CC1 | -6% |
| CCCS(=O)(=O)N1CCCC(C(=O)NCCN(CC)c2ccccc2)C1 (stereo unspecified) | -1% |
| O=C(Nc1ccccc1)c1ccc(S(=O)(=O)NCC2CCCO2)cc1 (stereo unspecified) | 3% |
| Cc1ccc(C(=O)Nc2cccc(C(=O)N3CCOCC3)c2)cc1 | -8% |
| COc1ccc(OC(=O)c2ccc3nsnc3c2)cc1 | -13% |
| CC(=O)NCCn1c(SCC(=O)NCCC2=CCCCC2)nc2ccccc2c1=O | 1% |
| CCc1ccc(N2CC(C(=O)Nc3cccnc3)CC2=O)cc1 (stereo unspecified) | -4% |
| O=C(CN(c1ccccc1)S(=O)(=O)c1ccccc1[N+](=O)[O-])Nc1cccc(Cl)c1 | -9% |
| Cc1ccc(N2C(N)=C(C#N)C(c3cccs3)C3=C2CC(C)(C)CC3=O)cc1 (stereo unspecified) | -34% |
| COCC(C)NC(C(=O)Nc1ccc(C)c(Cl)c1)c1ccccc1 (stereo unspecified) | -2% |
| COc1ccc(OC)c(/C=C/C(=O)Oc2cc(C)cc(C)c2)c1 | 9% |
| Cc1nc(SCC(=O)Nc2ccc3c(c2)OCCO3)c2oc3ccccc3c2n1 | -16% |
| CCC(=NCc1ccccc1)c1c(C(F)(F)F)[nH]n(-c2nc3ccccc3s2)c1=O | -6% |
| COC(=O)C1=C(C)NC(C)=C(C(=O)OC)C1c1cn(-c2ccccc2)nc1-c1ccc(S(=O)(=O)N(C)C)cc1 | -18% |
| COc1ccc(OC)c(-n2c(O)cnc2Nc2nc(C)cc(C)n2)c1 | -10% |
| CC(=O)c1ccc(NC(=O)C(C)Sc2nnnn2C)cc1 (stereo unspecified) | 0% |
| CC(C)OCCCNC(=O)C1CCN(S(=O)(=O)N2CCCCC2)CC1 | -1% |
| CCCC(C)c1nnc(NC(=O)c2cc(C(=O)OC)cc([N+](=O)[O-])c2)s1 (stereo unspecified) | -1% |
| CCOc1ccc(S(=O)(=O)N(CC(=O)Nc2ccc(Cl)cc2)c2ccc(C)cc2)cc1 | -9% |
| COc1ccc(/C=C2/NC(=S)NC2=O)cc1OCc1ccccc1 | 5% |
| O=C(/C=C/c1cn(-c2ccccc2)nc1-c1ccccc1)N1CCOCC1 | -6% |
| COc1cccc(-n2sc3c(c2=S)-c2cc(Cl)ccc2NC3(C)C)c1 | -2% |
| CC(C)NC(=O)c1cc2cc(Br)ccc2oc1=O | 8% |
| S=c1[nH]nc(-c2ccccc2)c2ccccc12 | 17% |
| CC(=O)Nc1ccc(C(=O)N2CC(C)CC(C)C2)cc1 (stereo unspecified) | -3% |
| c1csc(-c2nc(-c3ccncc3)no2)c1 | -9% |

Next records:
| Structure | mouse EphA4 binding |
| --- | --- |
| COc1ccc(C2C(C#N)=C(/N=C/N3CCN(C)CC3)OC3=C2C(=O)CC(C)(C)C3)cc1 (stereo unspecified) | -11% |
| COc1cc(NS(=O)(=O)c2ccc(NC(=O)c3c(F)cccc3F)cc2)ncn1 | 14% |
| CCCCOC(=O)CCn1[nH]c(=O)c2ccccc2c1=O | -4% |
| CCSc1nnc2c(n1)OC1(CCCC1)Nc1ccccc1-2 | -6% |
| Cc1noc(C)c1S(=O)(=O)NCCc1ccc(S(N)(=O)=O)cc1 | -3% |
| CCOC(=O)c1cnc(-n2nc(C)cc2C)nc1N(C)C | -11% |
| COc1ccccc1N1CCN(C(c2cc3ccc(C)cc3[nH]c2=O)c2nnnn2C2CCCC2)CC1 (stereo unspecified) | -5% |
| CCN(C(=O)c1cnc(N2CCN(c3ncccn3)CC2)c2ccccc12)c1cccc(Cl)c1 | 2% |
| CCOC(=O)c1ccccc1NC(=O)CSc1nnc(Cc2cccn2C)n1-c1ccc(F)cc1 | -6% |
| CCn1c(SCC(=O)NC(=O)NCc2ccco2)nnc1-c1cccs1 | -1% |
| CCSc1ncc(/C=N/Nc2ccc(Cl)cc2)n1C | -2% |
| N#C/C(=C\c1c(N2CCC(C(N)=O)CC2)nc2ccccn2c1=O)S(=O)(=O)c1ccccc1 | 12% |

Screening results (PubChem BioAssay)
